# Assay outcomes (PubChem BioAssay)
# Tb PGK inh – inhibitors of T. brucei phosphoglycerate kinase. P07378. Potency, µM (titrated, usually from 57.5 µM), for inactives: at the highest dose activity change, negative = inhibition, most hits filed as inhibitors. PGK/GAPDH coupled, Kinase-Glo luminescence, 60 min. AID 602233. 380,000 tested, 0.043% active; further: on the % scale 0 is the no-effect control and ±100 the full control effect; nearly all actives have a fitted effect of over 60% in size
#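 Luminescent ATP detection (Kinase-Glo Plus) follows a 60-minute room-temperature incubation, with wells lacking PGK as controls. Buffer: 100 mM TEA (pH 7.6), 5 mM MgCl2, 0.01% Tween-20. Coupling enzyme GAPDH (100 nM final) supplies unstable 1,3-BPG in-well.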
# ALOX12 inh – blocks human arachidonate 12S-lipoxygenase. P18054. Potency, µM (doses to about 108 µM), without a hit: at the top dose activity change, negative = inhibition, most hits filed as inhibitors. 580,000 tested, 1.1% active. purified 12hLO, xylenol orange hydroperoxide absorbance; further: on the % scale 0 is the no-effect control and ±100 the full control effect
#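 Purified human 12hLO at 150 nM in 25 mM Hepes, 0.01% Triton X-100, pH 7.0, preincubated 15 min at room temperature with compound. Reaction started with 40 uM arachidonic acid, 30 min at room temperature. Hydroperoxide measured by Fe-xylenol orange, 573/405 nm absorbance ratio.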
# rTrxR1 inhibitor – blocks rat thioredoxin reductase 1. Potency, µM (titrated, usually from 114 µM), without a hit: top-dose activity change, negative = inhibition, actives largely listed as inhibitors. AID 588453. O89049. 390,000 tested, 1% active. recombinant rTrxR1, NADPH fluorescence consumption, selenite substrate; further: on the % scale 0 is the no-effect control and ±100 the full control effect; nearly all actives have a fitted effect of over 65% in size
# Target sequence (O89049 whole entry, looked up): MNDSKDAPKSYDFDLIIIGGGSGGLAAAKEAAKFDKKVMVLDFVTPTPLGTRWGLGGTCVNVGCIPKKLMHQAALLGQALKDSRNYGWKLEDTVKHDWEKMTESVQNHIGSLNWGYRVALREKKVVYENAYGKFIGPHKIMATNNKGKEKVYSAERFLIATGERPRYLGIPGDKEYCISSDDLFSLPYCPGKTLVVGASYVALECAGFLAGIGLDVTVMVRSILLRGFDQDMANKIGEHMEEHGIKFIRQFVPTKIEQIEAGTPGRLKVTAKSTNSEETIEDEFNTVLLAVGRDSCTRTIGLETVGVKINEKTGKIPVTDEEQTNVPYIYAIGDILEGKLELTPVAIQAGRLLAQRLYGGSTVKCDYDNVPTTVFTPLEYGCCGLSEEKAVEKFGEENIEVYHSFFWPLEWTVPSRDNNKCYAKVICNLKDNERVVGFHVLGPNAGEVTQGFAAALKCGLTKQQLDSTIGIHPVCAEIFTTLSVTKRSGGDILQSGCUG
#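 Rat TrxR1 (90 nM in the dispensed reagent) was pre-reduced with 400 uM NADPH for 5 min at room temperature, then incubated with compound for 15 min. After 400 uM selenite was added, NADPH fluorescence (Ex 340/Em 450 nm) was followed for 8 min.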
# RGS4 inhibitor – human RGS4 inhibition; 390,000 tested, 0.039% active; Potency, µM (titrated, usually from 114 µM), for inactives: at the top dose activity change, negative = inhibition, usual class: inhibitors; Transcreener GDP fluorescence polarization, RGS4-accelerated GTP hydrolysis; P49798; further: on the % scale 0 is the no-effect control and ±100 the full control effect; nearly all actives have a fitted effect of over 75% in size; some results filed as inactive show a strong effect at the top dose
#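 MLSMR compounds (23 nl, pin-transferred) preincubated 10 min at room temperature with a 500nM (2x) first reagent, then RGS4 at 900nM (2x) plus Transcreener GDP mix added; fluorescence polarization (620/688 nm) read before and after 90 min at 30 °C.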
# JMJD2A Tudor – inhibitors of human JMJD2A Tudor domain; O75164; AlphaScreen JMJD2A-Tudor / H3K4me3 peptide binding; Potency, µM (top dose mostly 114 µM), for inactives: at the highest dose activity change, negative = inhibition, hits mostly inhibitors; 390,000 tested, 4.4% active; AID 504339; further: on the % scale 0 is the no-effect control and ±100 the full control effect; nearly all actives have a fitted effect of over 50% in size
# Pin1 inh – blocks the human prolyl isomerase Pin1; Q13526; Pin1 FP peptide displacement, HiFluor488, 10 min; Potency, µM (highest dose often 115 µM), for the others: at the highest dose activity, negative = inhibition, hits mostly inhibitors; 390,000 tested, 0.009% active; active means well fitted inhibition curve with a large enough effect in the polarisation, with a control signal flat, not every such curve was filed as active; inconclusive means small, poorly fitted or top-dose-only effect, or effect the other way, or a change in a side signal; inactive means no such curve, though single readings can be large or run the other way; the % refers to the polarisation; further: on the % scale 0 is the no-effect control and ±100 the full control effect
# HP1b binding inh – inhibitors of HP1-beta chromodomain binding to methylated histone tails; 390,000 tested, 0.56% active; AlphaScreen HP1-beta / biotin-H3K9me3 peptide binding; P83916; Potency, µM (titrated, usually from 114 µM), without a hit: at the top dose activity change, negative = inhibition, actives largely listed as inhibitors; further: nearly all actives have a fitted effect of over 70% in size; inactives centre near 23
#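 HP1-beta protein (50 nM final) preincubated 30 min at room temperature with biotinylated H3(1-18)K9me3 peptide (50 nM) in PBS pH 7.4, 0.01% Tween-20, then compound added for 30 min. AlphaScreen streptavidin donor/nickel chelate acceptor beads (10 ug/mL final), 30 min dark, luminescence read.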
# ERG Ets-DNA blk – blocks human ERG Ets domain binding to DNA; P11308; fluorescence polarization, His-ERG Ets domain / labelled DNA; Potency, µM (highest dose often 76.9 µM), inactives show at the highest dose FP activity, negative = inhibition, usual class: inhibitors; 370,000 tested, 0.028% active; active means well fitted inhibition curve with a large enough effect in the polarisation, with a control signal flat; inconclusive means small, poorly fitted or top-dose-only effect, or effect the other way, or a change in a side signal; inactive means no such curve, though single readings can be large or run the other way; the % refers to the polarisation;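 further: polarization taken with two DNA probes labelled with fluorescein and Texas red; % of control where 0% means no effect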
# Target sequence (P11308 whole entry, looked up, the tested form may be a part): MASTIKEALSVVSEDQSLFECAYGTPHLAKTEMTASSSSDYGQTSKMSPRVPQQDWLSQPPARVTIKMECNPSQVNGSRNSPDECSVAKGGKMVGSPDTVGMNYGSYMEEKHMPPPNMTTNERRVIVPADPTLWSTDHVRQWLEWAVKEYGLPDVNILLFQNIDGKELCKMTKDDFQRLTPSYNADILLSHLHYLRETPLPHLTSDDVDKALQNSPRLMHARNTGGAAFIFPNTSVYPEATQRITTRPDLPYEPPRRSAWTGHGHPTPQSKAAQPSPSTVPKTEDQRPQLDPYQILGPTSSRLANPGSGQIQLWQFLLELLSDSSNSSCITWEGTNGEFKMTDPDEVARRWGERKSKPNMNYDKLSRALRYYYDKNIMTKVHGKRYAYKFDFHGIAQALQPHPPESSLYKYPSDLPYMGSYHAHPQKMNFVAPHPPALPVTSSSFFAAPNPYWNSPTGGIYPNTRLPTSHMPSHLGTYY
#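 His-tagged ERG Ets domain (1 uM in the protein solution; 300mM KCl, 50mM Tris-HCl, 1mM EDTA, 1mM DTT, pH 7.5) received compound, then a probe mix of 5 nM fluorescein-DNA and 100nM Texas-615-DNA. Fluorescence polarization was read for both dyes.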
# GLS inhibitor – glutaminase GLS (human) inhibition; O94925; GLS enzymatic activity, qHTS titration; Potency, µM (titrated, usually from 45.5 µM), for inactives: at the top dose activity change, negative = inhibition, hits mostly inhibitors; 410,000 tested, 0.21% active; AID 624170; further: on the % scale 0 is the no-effect control and ±100 the full control effect
#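 hKGA in 45 mM KH2PO4 pH 8.2, 0.02% Tween-20 with pin-transferred compounds; 1 mM L-glutamine (stock) plus glutamate oxidase/HRP/Amplex Red coupling added. Fluorescence read initially and after 30 min at RT.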
# Starred values were filed as active, the others as inactive; i = inactive; ? = inconclusive; / = not tested or not shown; & = joins results of further samples; [ ] = remark or other dose. Unless noted, the call rests on the fitted dose curve; in most records, active means well fitted curve in the direction sought with a large enough effect; inconclusive means small, poorly fitted or top-dose-only effect, or another doubt; inactive means no such curve, though single readings can be large; an effect the other way counts as inactive or inconclusive. Potency means the concentration at half of the fitted maximal effect. Not all compounds are listed; count on the stated rates, not on these rows.
# Sample of the layout:
SMILES,Tb PGK inh,ALOX12 inh,rTrxR1 inhibitor,RGS4 inhibitor,JMJD2A Tudor,Pin1 inh,HP1b binding inh,ERG Ets-DNA blk,GLS inhibitor
Cc1nnc(NC(=O)c2cc(S(=O)(=O)N3CCCCC3)ccc2Cl)s1,-4%,-7%,18%,3%,-8%,-7%,9%,1%,0%
CC(CCc1ccccc1)NC(=O)COC(=O)c1cc(NS(=O)(=O)c2ccc(Cl)c([N+](=O)[O-])c2)ccc1O (stereo not given),2%,-15%,5%,-19%,-28%,-2%,-10%,-1%,1%
Cc1ccc(S(=O)(=O)N2CCC(NC(=O)c3cccc(F)c3)CC2)cc1,-4%,-2%,4%[57.1 µM],3%,-6%,4%,13%,6%,0%

# The list itself, from the start:
SMILES,Tb PGK inh,ALOX12 inh,rTrxR1 inhibitor,RGS4 inhibitor,JMJD2A Tudor,Pin1 inh,HP1b binding inh,ERG Ets-DNA blk,GLS inhibitor
Cc1nnc(NC(=O)c2cc(S(=O)(=O)N3CCCCC3)ccc2Cl)s1,-4%,-7%,18%,3%,-8%,-7%,9%,1%,0%
CC(CCc1ccccc1)NC(=O)COC(=O)c1cc(NS(=O)(=O)c2ccc(Cl)c([N+](=O)[O-])c2)ccc1O (stereo not given),2%,-15%,5%,-19%,-28%,-2%,-10%,-1%,1%
Cc1ccc(S(=O)(=O)N2CCC(NC(=O)c3cccc(F)c3)CC2)cc1,-4%,-2%,4%[57.1 µM],3%,-6%,4%,13%,6%,0%
Cn1c(=O)c2[nH]c(NN=Cc3ccc(F)cc3)nc2n(C)c1=O,-6%,-10%,-1%[2.29 µM],-2%,-4%,?,19%[57 µM],-15%,6%
COC(=O)c1ccc(Oc2cc(C)nc(SC)n2)cc1,-2%,0%,-17%,-49%[56.9 µM],28µM*,-1%,?,-6%,?
O=c1c(C(c2ccc(F)cc2)c2c(O)nc3n(c2=O)CCS3)c(O)nc2n1CCS2,2%,0%,13µM*,-56%,2%,-4%,20%,-4%,1%
OCCCCNCc1ccc(OCc2ccc(Cl)cc2Cl)cc1,5%[11.5 µM],-19%,6%,18%,-18%,0%,31%,/,5%
O=C(Nc1sc2c(c1C(=O)O)CCCC2)c1ccc(F)cc1,i,?,12%,1%,-27%,1%,21%,4%,4%
COCCn1c(SCC(=O)N2CCCCCC2)nc2c(c1=O)SCC2,-5%,?,7%,-6%,-2%,-8%,15%,-3%,7%
Cn1c(=O)[nH]c2cc(-c3noc(-c4cccc(Cl)c4)n3)ccc21,-8%,-8%,28%[57.1 µM],16%,-14%,-10%,21%[57 µM],-4%,4%
O=C(O)CSc1nnc(NC(=O)c2ccc3c(c2)OCO3)s1,-8%,?,-7%[57.1 µM],14%,-10%,-6%,35%,2%,9%
O=C(Nc1nc(-c2cc(Cl)sc2Cl)cs1)c1ccc(Br)s1,3%,14%,1%[57.1 µM],-41%,0%,42%[activator],18%,-5%,16%
O=S(=O)(c1ccc2ccccc2c1)N1CCN(CCO)CC1,8%,0%,7%[57.1 µM],-13%,-8%,2%,24%,2%,6%
CC(C)N(C(=O)CSc1nnc(-c2ccc3c(c2)OCO3)n1C)C(C)C,-9%,1%,15%,4%,-16%,-4%,24%,-8%,0%
COCCCNC(=O)c1ccc(C(=O)NCCCOC)cc1,i,13%,20%,20%,3%,-2%,25%,-10%,-9%
O=C(Nc1nnc(C2CC2)s1)c1cccnc1Oc1ccc(Cl)cc1,-1%,15%,5%,14%,-22%,4%,25%,0%,2%
Cc1ccc(NC(=O)Cn2nnc(C(=O)Nc3ccc(C)c(C)c3)c2N)cc1,i,-22%,-4%,-4%,-14%,10%,10%,-7%,-11%
Cc1ccc(C(=O)NCCc2ccc(S(N)(=O)=O)cc2)cc1[N+](=O)[O-],-9%,-1%,4%,-38%,-6%,-3%,29%,-2%,1%
Cc1ccc(S(=O)(=O)N2CCCOC2CNC(=O)C(=O)NC2CCCCC2)cc1 (stereo not given),1%,-5%,17%[57.1 µM],-15%,3%,4%,29%,-12%,6%
CC(C)(C)NC(=O)NC(=O)CSc1n[nH]c(-c2ccccc2Br)n1,-8%,-8%,33%[activator][57.1 µM],-20%,-12%,2%,3%,0%,5%
CCc1ccc(N2CC(C(=O)Nc3ccc(S(=O)(=O)N4CCOCC4)cc3)CC2=O)cc1 (stereo not given),i,?,5%,18%,-10%,-1%,9%,0%,16%
COc1ccc(NC(=O)CN2CCc3ccccc3C2)cc1,i,?,17%,-15%,22µM*,0%,?,-1%,11%
Cc1cc(NC(=O)CSc2nnnn2-c2ccc(C)c(Cl)c2)no1,-7%,4%,6%[57.1 µM],1%,-7%,-1%,23%,9%,3%
O=C(NCCO)c1scc2c1OCCO2,-1%,-8%,9%,-28%,-9%,3%,15%,-1%,4%
O=C(Nc1ccccc1Cl)C1CCCN1C(=O)OCc1ccccc1 (stereo not given),-5%,0%,11%,-4%,2%,-8%,37%,1%,-9%
COc1ccc(CCNC(=O)c2ccc(Cn3c(=O)c4ccccc4n(Cc4cccc(Cl)c4)c3=O)cc2)cc1OC,-2%,-29%,36%,-43%,-17%,20%,9%,5%,8%
Cc1ccc(S(=O)(=O)NNC(=O)C2Cc3c(ccc4ccccc34)O2)cc1 (stereo not given),-13%,?,10%[57.1 µM],-4%,-22%,-3%,39%[activator],-1%,38%[activator]
Cc1cc(C)cc(NC(=O)CN2C(=O)NC(C)(c3ccccc3)C2=O)c1 (stereo not given),-14%,173%[activator],17%,-4%,-13%,-5%,19%,0%,1%
COc1cc(/C=C/C(=O)OCC(=O)N2c3ccccc3NC(=O)C2(C)C)cc(OC)c1OC,-7%,7%,7%,-6%,-32%,-18%,48%[activator],11%,0%
Cc1ccc(-n2ncc3c(=O)n(CC(=O)NCc4ccco4)cnc32)cc1C,2%,-6%,-15%,-21%,-20%,24%,43%[activator],9%,3%
O=C(NCCC1=CCCCC1)C(=O)NCC1OCCCN1S(=O)(=O)c1ccc(F)cc1 (stereo not given),-9%,-3%,-6%,5%,-12%,6%,25%,4%,0%
COc1ccc2c(c1)c(C(C)=O)c(C)n2CCc1ccc(OC)c(OC)c1,-5%,-6%&-13%,-17%,-11%,-6%,1%,34%,-13%,1%
COc1ccc2nc(C)cc(N3CCN(S(=O)(=O)c4ccccc4F)CC3)c2c1,-8%,89%[activator],17%,-2%,-28%,8%,7%,12%,-3%
CC(=O)Nc1ccc(S(=O)(=O)N2CCC(C(=O)NC3CC3)CC2)cc1,2%,17%,-16%,11%,1%,2%,25%,-2%,-5%
CCCCNc1sc(S(=O)(=O)CCC)nc1S(=O)(=O)c1ccc(C)cc1,-1%,-24%,4%,-4%,-12%,7%,55%[activator],-1%,-5%
O=c1cc(-c2cccc(F)c2)[nH]c2ccccc12,i,-21%,6%,-8%,-14%,5%,57%[activator],-9%,-4%
O=C1CCC(=O)N1c1nc2nc(-c3ccccc3)cc(-c3ccccc3)n2n1,5%,33%[activator][57.4 µM],-34%,-17%[11.4 µM],-5%[11.4 µM],1%,-21%,4%,-1%
COc1ccc(CCNC(=O)Cn2cnc3c(cnn3C(C)(C)C)c2=O)cc1OC,2%,8%,-3%,22%,-6%,2%,23%,4%,2%
Oc1ccc(Br)cc1-c1cc(-c2ccccc2F)[nH]n1,5%,-5%,5%,21%,3%,-2%,45%[activator],7%,10%
c1ccc2oc(Cc3ccc(Cc4nc5ccccc5o4)cc3)nc2c1,-9%,0%,-14%,-29%,-4%,0%,41%[activator],11%,-2%
CCC(C)c1ccccc1OCCn1c(CCNC(=O)C2CCCCC2)nc2ccccc21 (stereo not given),/,/,16%,-53%,-16%[57.1 µM],?,6%[57 µM],/,/
Cc1cc2oc(C(=O)Nc3cccc(-c4nc5ccccc5o4)c3)c(C)c2cc1Cl,-12%,0%,46%[activator],7%,-4%,6%,41%[activator],9%,-3%
CCN(CC(=O)NCc1cccs1)C(=O)c1ccc(OC)c(S(=O)(=O)N2CCOCC2)c1,-2%,-1%,-4%,-16%,-12%,3%,29%,7%,-2%
CCOC(=O)c1cnc2ncnn2c1N,-4%,0%,27%[0.0914 µM],7%,-2%,-4%,40%[activator],0%,1%
Cc1ccccc1N1C(=O)c2cccc([N+](=O)[O-])c2C1=O,-6%,?,23%[57.1 µM],-24%,-25%,0%,33%,9%,16%
Cc1onc(-c2ccccc2Cl)c1C(=O)Nc1ccc(S(=O)(=O)N2CCCC2)cc1,-1%,7%,22%,-14%,-17%,-1%,14%,-6%,0%
Cc1nnc(NC(=O)C(c2ccccc2)c2ccccc2)s1,5%,-16%,14%,-3%,2%,-2%,19%,8%,23%
CCCn1c(SCC(=O)NC2CCCC2)nnc1-c1ccccn1,-6%,2%,17%,16%,-16%,4%,30%,-8%,-2%
Cc1cccc(C(=O)Nc2ccccc2C(=O)NCc2cccnc2)c1,-4%,-14%,-8%,-19%,10%,-1%,34%,21%,-2%
CC(OC(=O)[C@H](C)NC(=O)c1ccccc1Cl)C(=O)NCc1ccc2c(c1)OCO2 (stereo not given in full),-2%,2%,16%,-3%,-16%,-4%,9%,6%,-4%
Cc1cc([N+](=O)[O-])nn1CCCC(=O)N1CCN(c2ccc(F)cc2)CC1,-1%,-1%,5%,5%,-10%,7%,20%,9%,29%
Cc1ccc(C(=O)N(C)CCOc2ccccc2)cc1S(=O)(=O)N1CCCCC1,3%,2%,1%,-2%,-11%,?,30%,4%,3%
